# Screens as filed in PubChem BioAssay.
# PNC inhibitor = inhibitors of perinucleolar compartment assembly; PC3M PTB-GFP, PNC prevalence imaging, 16 h; hits give low values; activity change (PNC), negative = inhibition, % at 10 µM; 140,000 compounds, 3.1% hits; AID 2417;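 active = readout at or below -70, meaning at least 70% loss of cells showing the perinucleolar compartment, a nuclear body marking cancer cells; inconclusive = readout between -30 and a set limit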;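 also: plate controls were DMSO wells for no effect and camptothecin positive control wells for full effect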
#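 Read-out is percentage of cells bearing a perinucleolar compartment, from automated 20x imaging of fixed, Hoechst-stained PC3M PTB-GFP cells. Cells were seeded 4 h, then exposed 16 h to compound (23 nl of library stock) in duplicate plates.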
# ALOX12 inhib = 12-hLO (ALOX12) enzyme inhibition | P18054 | purified 12-hLO, xylenol orange hydroperoxide absorbance | Potency, µM (titrated, usually from 57.1 µM), for inactives: at the top dose activity change, negative = inhibition, usual class: inhibitors | 150,000 compounds, 0.12% hits | AID 1452; also: potency is read from the fitted curve at half-maximal effect; nearly all actives have a fitted effect of over 55% in size; many of its hits are not listed in these tables
# Target sequence (P18054 whole entry, looked up): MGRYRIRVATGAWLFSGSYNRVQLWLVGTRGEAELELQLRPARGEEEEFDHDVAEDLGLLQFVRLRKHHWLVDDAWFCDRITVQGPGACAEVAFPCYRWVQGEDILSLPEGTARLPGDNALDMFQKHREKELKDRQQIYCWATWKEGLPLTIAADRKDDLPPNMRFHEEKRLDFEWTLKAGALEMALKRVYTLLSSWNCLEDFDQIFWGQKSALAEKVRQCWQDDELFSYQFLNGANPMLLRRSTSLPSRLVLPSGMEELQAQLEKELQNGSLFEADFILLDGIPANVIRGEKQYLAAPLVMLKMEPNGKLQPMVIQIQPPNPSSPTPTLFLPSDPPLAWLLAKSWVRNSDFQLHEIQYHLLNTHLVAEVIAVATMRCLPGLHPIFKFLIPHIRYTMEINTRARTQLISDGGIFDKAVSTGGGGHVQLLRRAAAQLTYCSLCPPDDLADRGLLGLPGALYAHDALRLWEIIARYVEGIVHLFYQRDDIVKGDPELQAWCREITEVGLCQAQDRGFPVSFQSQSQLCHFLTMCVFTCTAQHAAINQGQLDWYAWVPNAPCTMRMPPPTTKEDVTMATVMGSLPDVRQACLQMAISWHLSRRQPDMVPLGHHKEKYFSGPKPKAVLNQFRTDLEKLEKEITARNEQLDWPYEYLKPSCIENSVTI
#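 Hydroperoxide formation by human 12-lipoxygenase from 40 uM arachidonic acid was followed colorimetrically via ferric-xylenol orange complex, using the 573/405 nm absorbance ratio. Enzyme concentration was 150 nM, with 30 min reaction at room temperature.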
# 15-hLO-2 inh = 15-hLO-2 (ALOX15B) enzyme inhibition; purified 15hLO-2, xylenol orange hydroperoxide absorbance; O15296; 110,000 compounds, 0.56% hits; Potency, µM (top dose mostly 57.1 µM), inactives show at the top dose activity change, negative = inhibition, hits mostly inhibitors; also: potency is read from the fitted curve at half-maximal effect; nearly all actives have a fitted effect of over 60% in size; many of its hits are not listed in these tables
#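 Purified human 15hLO-2 (50 nM) preincubated 15 min with compound, then 45 uM arachidonic acid for 90 min at RT in 25 mM Hepes pH 7.5, 0.01% Triton X-100. Hydroperoxide detected by Fe-xylenol orange; 573/405 nm absorbance ratio.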
# IMPase cell inh = cell-permeable inhibitors of inositol monophosphatase (IMPase); P97697; CHO-M1 cells, IP1 accumulation, HTRF TR-FRET ratio; inhibition (IP1 accumulation), % at 46.1 µM; 120,000 tested, under 10 active; AID 901; active = well fitted curve in the direction sought with a large enough effect in the signal ratio, not every such curve was filed as active; inconclusive = small, poorly fitted or top-dose-only effect, or a change in a side signal; inactive = no such curve, though single readings can be large or run the other way; the % refers to the signal ratio;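 also: cells stimulated with carbachol in lithium chloride buffer; plate controls were DMSO basal wells for no effect and reference inhibitor wells for full effect; higher means more IMPase inhibition seen as more IP1 and lower FRET ratio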
# Target sequence (P97697 whole entry, looked up): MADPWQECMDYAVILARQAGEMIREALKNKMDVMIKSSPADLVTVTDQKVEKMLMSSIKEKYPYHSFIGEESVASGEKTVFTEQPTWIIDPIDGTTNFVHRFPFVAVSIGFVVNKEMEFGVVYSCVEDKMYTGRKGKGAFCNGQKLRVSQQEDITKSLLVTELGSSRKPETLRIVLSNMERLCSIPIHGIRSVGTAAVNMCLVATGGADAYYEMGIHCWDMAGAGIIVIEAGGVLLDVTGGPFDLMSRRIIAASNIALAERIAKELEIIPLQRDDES
#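 Cellular IMPase inhibition is scored as a rise in cytosolic IP1, detected by competitive TR-FRET between d2-labelled IP1 and a europium anti-IP1 antibody. M1-expressing CHO cells were stimulated with carbachol for 30 min at 37C, with lithium (50 mM LiCl) present in the buffer.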
# Starred values were filed as active, the others as inactive; u = inconclusive; x = not tested or not shown; [ ] = remark or other dose. Unless noted, calls follow the shape of the dose curve; as a rule, active = well fitted curve in the direction sought with a large enough effect; inconclusive = small, poorly fitted or top-dose-only effect, or another doubt; inactive = no such curve, though single readings can be large; an effect the other way counts as inactive or inconclusive. Unless noted, % is scaled to controls: 0 for no effect and ±100 for the full control effect. Not all compounds are listed; the hit share may differ from the screen's.
SMILES,PNC inhibitor,ALOX12 inhib,15-hLO-2 inh,IMPase cell inh
O=c1[nH]c(CN(CCO)CCO)nc2c1C1(CCCCC1)Cc1ccccc1-2,30,-4%,10%,3
Cc1ccc(SCCOCCN2CCc3ccccc3C2)cc1,-12,2%,x,x
C=C(C)Cn1c(Sc2nc3ccccc3[nH]2)nc2c1c(=O)[nH]c(=O)n2C,-5,6%,-1%,6
C=CCn1c(SCC(=O)Nc2ncc(Cc3cc(Cl)ccc3Cl)s2)nnc1-c1ccncc1,u,-6%,-1%,-2
O=C(c1ccncc1)N1CCN(C(=O)c2cccc3ccccc23)CC1,20,2%,4%,6
CCc1cccc2c(C(=O)CCl)c[nH]c12,u,0%,x,-6
CCC(=O)Nc1ccc(NC(=O)CN2CCCC(C)C2)c(Cl)c1 (stereo not given),12,-8%,-3%,2
COc1ccccc1CNC(=O)C/C(C)=N/NC(=O)Cc1ccc(OC)c(OC)c1,19,-2%,x,x
COc1nc(OC)nc(N2CCC(C(=O)NCC3CCCCC3)CC2)n1,-5,5%,1%,15
CCCc1cc(=O)oc2cc(OCC(=O)N(C)C)c(Cl)cc12,u,0%,3%,3
COC(=O)C1=C(C)NC(C)=C([N+](=O)[O-])C1c1ccccc1C(F)(F)F (stereo not given),13,-4%,x,x
CCn1nc(NC(=O)c2cccnc2)c2cc3ccccc3nc21,-14,-6%,-3%,4
CC1CCN(C(=O)CSc2nnc(-c3cc4ccccc4cc3O)n2Cc2ccco2)CC1,-8,-21%,u,13
Cc1nn(-c2ccccc2)c(Cl)c1/C=N/O,-30,-2%,x,x
COc1ccc(-n2c(Cc3cccn3C)nnc2SCC(=O)Nc2ccc(C)cc2C)cc1,6,-3%,x,2
CN(CCc1ccccn1)C(=O)CCNC(=O)Cn1cnc2ccccc2c1=O,-8,2%,2%,21
O=C(CCNS(=O)(=O)c1ccc(Cl)cc1)N1CCN(Cc2ccccc2)CC1,u,-11%,x,x
CC(=O)c1ccc(Nc2nc(NCCO)nc(OC(C(F)(F)F)C(F)(F)F)n2)cc1,31,-1%,x,-5
CCOc1ccc2nc(SCC(=O)NC3CCCc4ccccc43)sc2c1 (stereo not given),15,3%,x,x
CCC(=O)Nc1c2c(nc3c1CCC3)CCCC2,81,8%,x,-1
O=C(NC1CCCCCC1)C1CC(=O)N(Cc2ccccc2)C1 (stereo not given),-15,5%,-4%,-6
O=c1[nH]c2cc3c(cc2cc1C(c1nnnn1C1CCCC1)N1CCSCC1)OCCO3 (stereo not given),u,-2%,-13%,1
COc1ccccc1N(C(=O)NCc1ccccc1)C1=NCC(C)S1 (stereo not given),2,0%,11%,0
COc1ccc(N2CCn3c2nc2c3c(=O)n(CCCc3ccccc3)c(=O)n2C)cc1,13,2%,-9%,-2
COC(=O)C1C2CCC(C2)C1C(=O)OCC(=O)c1ccccc1 (stereo not given),65,3%,-2%,13

# Additional records:
SMILES,PNC inhibitor,ALOX12 inhib,15-hLO-2 inh,IMPase cell inh
COc1ccc(CN(C)C2c3ccccc3-c3ccccc32)cc1,-91*,-1%,x,0
O=C(Cn1cc([N+](=O)[O-])cn1)Nc1ccn(Cc2c(F)c(F)cc(F)c2F)n1,u,-6%,-8%,0
COc1ccc(N2CCN(c3ncccc3C#N)CC2)cc1,u,0%,x,7
COc1ccc(-c2[nH]nc3c2C(c2ccsc2)C(C#N)=C(N)O3)cc1 (stereo not given),56,-18%,-7%,-1
O=C(COC(=O)Cc1cccc(C(F)(F)F)c1)Nc1ccccc1,u,-3%,x,-3
CCOc1ccc(/C=C2\SC(=O)N(CCNC(=O)C3COc4ccccc4O3)C2=O)cc1OC (stereo not given),29,-4%,x,x
Cc1[nH]oc(=O)c1N=Nc1ccccc1,-14,0%,x,x
COc1ccc(OC)c(NC(=O)C2CCCN2C(=O)C2CCC(C)CC2)c1 (stereo not given),-5,-8%,-7%,2
Cc1ccc(CSCCNC(=O)/C=C/c2ccc(Cl)cc2)cc1,5,2%,-27%,5
Cn1c(=O)[nH]c(=O)c2c1nc(N1CCOCC1)n2CCCSc1ncccn1,-114*,-4%,1%,2
CC1CCCN(C(=O)CSc2nnc(-c3c[nH]c4ccccc34)o2)C1 (stereo not given),u,0%,-8%,7
FC(F)(F)c1cccc(NC(=S)NCc2ccccc2)c1,15,-23%,-20%,11
CSc1ccccc1-c1nnc(-c2ccc(Cl)cc2Cl)o1,u,1%,-9%,2
Cc1ccc(NC(=O)C(SCC(=O)O)c2ccccc2)cc1C (stereo not given),-29,2%,1%[11.4 µM],14[1.84 µM]
Cc1cc(C)c(NC(=O)C2CCCN2CCOC(=O)c2cccc([N+](=O)[O-])c2)c(C)c1 (stereo not given),-19,-5%,x,x
C=CCn1c(NCc2ccc3c(c2)OCO3)nc2ccccc21,-25,-23%,22%,1
O=C(N/N=C/c1cccc(Oc2ccc([N+](=O)[O-])cc2[N+](=O)[O-])c1)c1cncc(Br)c1,u,-3%,-24%,4
CCOC(=O)N1CCN(Cc2nc3c(c(=O)n(C)c(=O)n3C)n2Cc2cccc3ccccc23)CC1,22,-7%,1%,10
C=C1CC[C@H](O)C/C1=C/C=C1\CCC[C@]2(C)[C@H]1CC[C@H]2[C@@H](C)/C=C\[C@@H](C)C(C)C,x,0%[25.6 µM],4%[25.6 µM],3[20.6 µM]
CC1CC(=O)N(Cc2ccccc2)c2ccccc2N1C=O (stereo not given),-7,-4%,-2%,11
CCOC(=O)c1c(N)sc2c1C1CCN2CC1,13,-3%,-8%,4
CCOc1ccccc1OCc1nn2c(COc3ccccc3)nnc2s1,-21,4%,-17%,10
CCOC(=O)c1ccc(N2C(=O)c3n[nH]c(-c4ccco4)c3C2c2cccc([N+](=O)[O-])c2)cc1 (stereo not given),u,-5%,x,x
CCC[C@@H]1C[C@@]1(CCC)C(NC(=O)OCc1ccccc1)c1ccc(-c2ccccc2)cc1 (stereo not given in full),x,-3%,3%,x
CCCCCCCCCCCCCc1ccco1,x,2%,6%,x

# Quoted from the listing.
# PNC inhibitor result of Cc1cc(C)c(NC(=O)C2CCCN2CCOC(=O)c2cccc([N+](=O)[O-])c2)c(C)c1 (stereo not given) → -19
# IMPase cell inh result of CCc1cccc2c(C(=O)CCl)c[nH]c12 → -6

# Some of these compounds in order of number of heavy atoms, ascending:
SMILES,PNC inhibitor,ALOX12 inhib,15-hLO-2 inh,IMPase cell inh
CCCCCCCCCCCCCc1ccco1,x,2%,6%,x
COc1ccc(N2CCN(c3ncccc3C#N)CC2)cc1,u,0%,x,7
O=C(COC(=O)Cc1cccc(C(F)(F)F)c1)Nc1ccccc1,u,-3%,x,-3
COc1ccc(OC)c(NC(=O)C2CCCN2C(=O)C2CCC(C)CC2)c1 (stereo not given),-5,-8%,-7%,2
O=C(N/N=C/c1cccc(Oc2ccc([N+](=O)[O-])cc2[N+](=O)[O-])c1)c1cncc(Br)c1,u,-3%,-24%,4

# The list goes on.
SMILES,PNC inhibitor,ALOX12 inhib,15-hLO-2 inh,IMPase cell inh
Cc1cc(-c2[nH]nc3c2C(c2ccsc2)C(C#N)=C(N)O3)c(C)s1 (stereo not given),24,-16%,4%,9
CC(O)C(=O)N/N=C/c1cccc(Cl)c1Cl (stereo not given),u,2%,10%[11.4 µM],-5[1.84 µM]
O=C(Nc1ccccc1-c1nc2ccccc2[nH]1)c1sc2ccccc2c1Cl,-16,4%,x,x
COc1ccc(C(=O)Oc2cccnc2)cc1OC,28,1%,-2%,5
CCCCCC(=O)Nc1c(-c2cccs2)c(=O)c2ccccc2n1C,-27,15%,-3%,-1
COC(=O)[C@@]1(Cc2ccc(OC)cc2)[C@H]2c3cc(C(=O)N(C)C)n(Cc4ccc(C)c(F)c4F)c3C[C@H]2CN1C(=O)c1ccccc1,x,-9%,6%,x
CCCCn1c(NS(=O)(=O)c2ccccc2)c(S(=O)(=O)c2ccc(C)cc2)c2nc3ccccc3nc21,u,0%,x,u
Cc1ccc(S(=O)(=O)/C(C#N)=C/c2c(N3CCC(C(N)=O)CC3)nc3ccccn3c2=O)cc1,u,u,-18%,7
COC(=O)c1ccc[n+](CC(=O)c2ccc(Br)cc2)c1,39,-2%,x,x
COc1ccc(C(=O)NCCc2c[nH]c3ccccc23)cc1S(=O)(=O)N1CCOCC1,-21,-1%,-1%,-2
CCOc1ccc(NC(=O)CSc2nnc(C34CC5CC(CC(C5)C3)C4)n2C)cc1,u,3%,4%,3
O=C(Nc1cc(Cl)cc(Cl)c1)c1cnn2cccnc12,u,3%,-10%,-4
COc1ccc(CC(=O)NC2CCN(Cc3nnnn3C(C)(C)C)CC2)cc1OC,u,8%,-3%,0
O=C(N/N=C/c1ccccn1)c1ccccc1,44,4%,x,2
CC1(C)CC(=O)C(C(=O)Cc2ccccc2[N+](=O)[O-])C(=O)C1,u,1%,x,x
CC1(C)C(c2ccccc2)=NC(c2ccccc2)N1O (stereo not given),u,-9%,-24%,-3
CCCCOc1cccc(NC(=O)CSc2nccn2C)c1,9,-6%,20%,9
COc1cccc(-n2c(CNC(=O)OC(C)(C)C)n[nH]c2=S)c1,-18,0%,13%,8
Cc1ccc(C(=O)NCCN2CCCC2)cc1,375,1%,x,3
CN(C)c1ccc(/C=C/c2cc[n+](C)cc2)cc1,1,-4%,-7%,u
O=C(OCc1cc2ccccc2[nH]c1=O)C1CCCO1 (stereo not given),27,2%,-5%,3
Cc1ccc(CNC(=O)C(=O)NCC2CCCO2)cc1 (stereo not given),221,4%,x,3
O=C(Nc1ccc2ccccc2c1)N1CCN(c2ncccc2C(F)(F)F)CC1,20,-6%,-4%,-10
COC(=O)C1C2C=CC3(CN(CCc4ccccc4)C(=O)C13)O2 (stereo not given),-7,0%,x,-1
NC(=O)c1nn(-c2cccc(Cl)c2)c(=O)cc1O,-100*,9%,-7%,4

# (next part)
SMILES,PNC inhibitor,ALOX12 inhib,15-hLO-2 inh,IMPase cell inh
CC(Oc1ccc(Cl)cc1Cl)C(=O)/C=C/N(C)C (stereo not given),80,u,-11%,4
Cc1ccc(-n2c([C@@H]3C[C@H]3c3ccccc3)n[nH]c2=S)cc1,-7,-5%,x,x
Cc1ccc(-n2nnnc2SCc2nc3sc(C)c(C)c3c(=O)[nH]2)cc1,u,3%,x,x
O=C(NCCN1CCCCC1)c1ccc(I)cc1,x,-4%,40%[activator],9
CSCCC(NC(N)=O)C(=O)N(C)CC(=O)Nc1cc(C)ccc1C (stereo not given),13,2%,-4%,-4
CC(C)c1nc2oc3ccccc3c(=O)c2c(=O)n1-c1ccccc1,47,-16%,-6%,-22
CCC(Sc1nc(-c2ccccc2)c(C#N)c(=O)[nH]1)C(=O)Nc1cc(C)on1 (stereo not given),u,-4%,-2%,u
Cn1c(NC(=O)C[n+]2cc(-c3ccc(F)cc3)n3c2CCC3)cc(=O)n(C)c1=O,-23,-2%,x,x
CCOc1ccc2nc3c(cc2c1)CN(CCOC)C(=NC)S3,229,4%,x,11
CC(C)COC(=O)NCC12C=CC(O1)C1C(=O)N(c3ccc(Cl)cc3)C(=O)C12 (stereo not given),-27,u,u,-1
CCOC(=O)Nc1ccc2c(c1)N(C(=O)N(C)C)c1ccccc1CC2,u,-2%,-7%,-1
COc1ccc(C(=O)CN(C(=O)c2ccc(Cl)cc2)N2C(=O)c3ccccc3C2=O)cc1,-10,-19%,-11%,7
CSc1nsc(SC)c1NC(=O)OCC1CCCO1 (stereo not given),5,-2%,-11%,15
CC1CCCO1 (stereo not given),x,-3%,-11%,x
Cc1cccc2cc(C(c3nnnn3C(C)(C)C)N3CCN(C(=O)c4ccco4)CC3)c(=O)[nH]c12 (stereo not given),u,-2%,-1%,5
Brc1cc2c(cc1/C=N/Nc1nc(N3CCOCC3)nc(N3CCOCC3)n1)OCO2,-26,-6%,x,-5
CCOC(=O)c1ccc(NC(=O)C2(c3ccc(Cl)cc3)CCCC2)cc1,18,-2%,-4%,1
CC(=O)Nc1cc(C(=O)N2CCc3ccccc3C2)ccc1Sc1ccc(F)cc1,16,1%,x,x
